Bioassay records (PubChem)
Y pestis TopoI: inhibitors of Yersinia pestis topoisomerase I; Y. pestis Topo-I cleavage product accumulation, plate reader; activity, % at 10 µM; 0.064% of 360,000 active; AID 504884; in the data active = activity above about 50%, passing the limit was not always enough; inconclusive = no clear call, values can overlap the other calls; note: inactives centre near 2
FadD28 FP inh: inhibitors of Mycobacterium tuberculosis FadD28 bisubstrate binding | 0.22% of 360,000 active | AID 588549 | FadD28 bisubstrate probe binding, fluorescence polarization | inhibition, % at 12.5 µM; in the data active = inhibition above about 8.5%, passing the limit was not always enough; inconclusive = no clear call, values can overlap the other calls
CCHF vOTU inh: blocks the CCHF virus ovarian tumor domain protease; CCHFV vOTU protease, Pep-AMC fluorescence; inhibition, % at 11.5 µM; 0.55% of 370,000 active; in the data active = inhibition above about 30%; note: 0% = vehicle wells with enzyme and 100% = no enzyme wells
TcdB inh: blocks C. difficile toxin B glycohydrolase activity. P18177. TcdB glycohydrolase enzymatic assay, plate reader. inhibition, % at 9.99 µM. 0.24% of 350,000 active. AID 652162; in the data active = inhibition above about 10%
BoNT F protease: inhibitors of Botulinum neurotoxin F light chain protease | Multiplex microsphere protease cleavage assay, flow cytometry | inhibition, % at 10 µM | 0.22% of 360,000 active; in the data active = inhibition above about 35%, passing the limit was not always enough; inconclusive = no clear call, values can overlap the other calls; note: plate controls were buffer without enzyme for full effect and enzyme alone for no effect
PfHsp40 yeast: compounds rescuing yeast from Plasmodium falciparum HSP40 toxicity. 0.68% of 340,000 active. growth rescue, % at 12.5 µM. AID 504582. S. cerevisiae expressing PfHsp40, growth rescue, ATP luminescence; in the data active = growth rescue above about 28%, passing the limit was not always enough; inconclusive = no clear call, values can overlap the other calls;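 note: yeast W303a lacking pdr1 and pdr3 grown in galactose medium; growth measured after three days at 30 °C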
BoNT A protease: BoNT A light chain protease inhibition | multiplex microsphere protease substrate cleavage, flow cytometry | inhibition, % at 10 µM | 0.17% of 360,000 active | AID 588499; note: plate controls were buffer without enzyme for full effect and enzyme alone for no effect
PrPC surface inh: reduces human prion protein on the cell surface; P04156; cell surface PrPC, TR-FRET read-out; inhibition, % at 13.8 µM; 0.43% of 370,000 active; AID 720596; in the data active = inhibition above about 24%; note: 0% = median of the test wells and 100% = reference compound wells
Anthrax LF inh2: anthrax lethal factor protease inhibition; P15917; multiplex microsphere protease cleavage assay, LF; inhibition, % at 10 µM; 0.12% of 360,000 active; note: plate controls were buffer without enzyme for full effect and enzyme alone for no effect
Target sequence (P15917 whole entry, looked up): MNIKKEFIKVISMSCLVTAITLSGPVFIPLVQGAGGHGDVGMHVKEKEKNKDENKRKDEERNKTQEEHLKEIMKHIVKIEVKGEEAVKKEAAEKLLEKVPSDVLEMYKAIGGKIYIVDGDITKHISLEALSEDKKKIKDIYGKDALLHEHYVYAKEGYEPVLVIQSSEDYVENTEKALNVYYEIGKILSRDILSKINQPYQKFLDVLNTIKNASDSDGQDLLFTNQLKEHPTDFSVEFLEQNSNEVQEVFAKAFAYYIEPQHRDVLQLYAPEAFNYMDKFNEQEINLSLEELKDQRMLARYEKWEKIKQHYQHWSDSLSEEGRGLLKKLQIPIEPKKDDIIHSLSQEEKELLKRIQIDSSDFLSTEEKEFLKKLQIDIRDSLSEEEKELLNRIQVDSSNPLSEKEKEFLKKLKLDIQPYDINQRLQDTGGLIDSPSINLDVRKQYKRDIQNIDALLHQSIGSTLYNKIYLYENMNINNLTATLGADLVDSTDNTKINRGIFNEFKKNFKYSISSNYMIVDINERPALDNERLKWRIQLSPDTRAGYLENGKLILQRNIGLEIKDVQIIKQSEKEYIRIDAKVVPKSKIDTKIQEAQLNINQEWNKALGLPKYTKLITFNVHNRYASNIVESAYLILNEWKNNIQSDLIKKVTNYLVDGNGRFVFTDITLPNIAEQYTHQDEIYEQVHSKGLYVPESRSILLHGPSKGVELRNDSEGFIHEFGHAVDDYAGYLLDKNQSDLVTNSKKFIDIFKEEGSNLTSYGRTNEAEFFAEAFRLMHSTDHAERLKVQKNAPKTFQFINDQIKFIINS
An asterisk follows results filed as active; ? = inconclusive; nt = not tested or not shown. Cut-off read from the data, not from the text of the source, unless noted: active = inhibition above about 30%; inconclusive = no clear call, values can overlap the other calls; inactive = below that.

SMILES	Y pestis TopoI	FadD28 FP inh	CCHF vOTU inh	TcdB inh	BoNT F protease	PfHsp40 yeast	BoNT A protease	PrPC surface inh	Anthrax LF inh2
COc1ccccc1NC(=O)c1cc(C(=O)Nc2ccccc2OC)n(C)n1	-1	0.8	-12	-1.7	-4	-1.8	-0.9	-5	1
NS(=O)(=O)c1ccc(Sc2ccc3c(c2)CCC3)nc1	11	-1.7	15	1.1	3	1.3	-1.2	1	8
O=C(NCc1ccc2c(c1)OCO2)c1cccs1	-7	-0.1	-11	nt	-8	0.8	-1.2	1	-2
Nc1ccc2nc3n(c(=O)c2c1)CCC3	-5	-1.4	-87	-0.7	5	0.6	0.5	-7	2
Cc1cccc(-c2nc(CS(=O)CC(=O)NCC3CCCO3)c(C)o2)c1 (stereo not given)	7	-1.3	9	0.9	-1	0.2	0.5	-9	-8
O=C(/C=C/c1ccccc1)N/C(=C/c1ccccc1)C(=O)N1CCCCC1	-4	-3.2	-3	nt	8	-1.0	-0.2	-1	-2
CS(=O)(=O)N(CC(=O)N1CCN(c2ccccc2)CC1)c1ccc(Cl)c(C(F)(F)F)c1	14	-0.6	-2	nt	-10	0.1	-1.0	0	-1
CCCC(=O)c1cc(F)c(N2CCN(C(=O)OCC)CC2)cc1C	19	-4.0	-9	nt	-10	0.0	-0.4	4	0
Cc1ccc(N2C(=O)[C@@H]3C(c4cccnc4)=NO[C@@H]3C2=O)c(C)c1	0	0.3	-7	0.0	?	-0.3	?	-1	-5
COc1cc(NC(=O)C/C(C)=N/NC(=O)C(=O)NCCO)c(OC)cc1Cl	-2	-2.5	-13	-0.8	0	-0.1	-0.1	-6	3
CCOc1ccc(NS(=O)(=O)c2ccc(C(=O)N(C)Cc3cccc(OC)c3OC)cc2)cc1	-7	-3.7	2	1.3	-3	-0.4	0.8	7	0
O=C(Cn1nc(-c2ccccc2)nc1-c1ccccc1)OC1CCCCC1	41	-0.4	8	1.3	-10	5.7	0.1	4	-2
O=C1N(Cc2cccc(Cl)c2)C[C@@H]2C[C@@H](c3cccn3-c3ccccn3)N3CCC[C@@]123	12	0.3	7	0.4	3	-0.8	1.8	-2	4
CC(=O)c1sc(NC(=O)c2ccc(F)cc2)nc1-c1ccccc1	-5	-4.7	2	4.0	-3	0.4	0.0	0	-5
O=C(CN1CCC(C(=O)c2cccc(Cl)c2)CC1)Nc1ccc(C(=O)O)cc1	?	-1.2	5	0.5	-5	0.3	0.5	-4	-3
C(=N\c1nc2ccccc2n1Cc1ccccc1)/c1cccs1	3	-1.7	-14	nt	-2	0.6	0.2	11	1
CN(CCOc1ccccc1)C(=O)c1cc([N+](=O)[O-])cc([N+](=O)[O-])c1	1	0.4	10	-0.2	42*	1.6	4.6	-53	2
COc1ccc(-n2c(C)cc(C(=O)Cn3c(NCCO)nc4ccccc43)c2C)cc1	7	-1.8	-2	nt	-5	-2.5	-0.7	3	-7
Cc1cc(NS(=O)(=O)c2ccc(CC(C)C)cc2)no1	8	0.2	7	nt	3	40*	2.6	-3	-2
CCN=C1SC(CC(=O)NC(N)=O)C(=O)N1CC (stereo not given)	0	-1.1	-11	nt	-10	0.4	0.2	-2	-1
COc1ccc(N2CCN(C3CCCN(C(=O)CN4CCCC4=O)C3)CC2)cc1 (stereo not given)	-1	-3.7	18	0.2	-2	-0.7	0.5	-4	-2
c1ccc(N2CCN(Cc3cn4ccccc4n3)CC2)cc1	-3	-0.5	-8	1.1	2	0.2	-0.5	-4	-1
FC(F)(F)c1cccc(NC(=S)NCc2ccccn2)c1	-4	0.6	-4	nt	-2	-0.1	-1.2	4	-3
CCOC(=O)C1CCCN(C(=O)/C=C/c2ccc([N+](=O)[O-])cc2)C1 (stereo not given)	-2	0.8	-2	0.0	-5	-0.9	-0.4	-32	1
N#Cc1ccc(C23CC4(C2)[C@H](CN(P(=O)(c2ccccc2)c2ccccc2)[C@@H]4c2ccccc2)C3c2ccc(Cl)nc2)cc1 (stereo not given in full)	29	-0.3	nt	nt	7	-0.8	0.7	nt	10
N=c1n(CCCOc2ccccc2Cl)c2ccccc2n1CC(N)=O	3	-0.7	-6	0.7	-8	-0.1	-1.4	-6	-4
COc1ccccc1NS(=O)(=O)c1cc(N)ccc1N1CCCC1	4	-2.8	-16	-0.7	-30	0.6	-0.2	2	-13
O=C(NCCc1c[nH]c2ccccc12)c1ccc2c(c1)OCO2	-9	-0.3	5	0.8	-7	0.9	-1.9	5	0
CC(OC(=O)C1=Cc2ccccc2OC1)C(=O)NCc1ccco1 (stereo not given)	7	0.1	-16	0.3	-2	-0.8	-0.1	-2	-2
Cc1c(C(=O)CN2CCN(c3ccccc3)CC2)c2ccccc2n1C	5	0.8	-10	0.6	-14	nt	-1.1	5	-8

Grouped by structure: the entries above containing a Cl atom.
SMILES	Y pestis TopoI	FadD28 FP inh	CCHF vOTU inh	TcdB inh	BoNT F protease	PfHsp40 yeast	BoNT A protease	PrPC surface inh	Anthrax LF inh2
CS(=O)(=O)N(CC(=O)N1CCN(c2ccccc2)CC1)c1ccc(Cl)c(C(F)(F)F)c1	14	-0.6	-2	nt	-10	0.1	-1.0	0	-1
COc1cc(NC(=O)C/C(C)=N/NC(=O)C(=O)NCCO)c(OC)cc1Cl	-2	-2.5	-13	-0.8	0	-0.1	-0.1	-6	3
O=C1N(Cc2cccc(Cl)c2)C[C@@H]2C[C@@H](c3cccn3-c3ccccn3)N3CCC[C@@]123	12	0.3	7	0.4	3	-0.8	1.8	-2	4
O=C(CN1CCC(C(=O)c2cccc(Cl)c2)CC1)Nc1ccc(C(=O)O)cc1	?	-1.2	5	0.5	-5	0.3	0.5	-4	-3
N#Cc1ccc(C23CC4(C2)[C@H](CN(P(=O)(c2ccccc2)c2ccccc2)[C@@H]4c2ccccc2)C3c2ccc(Cl)nc2)cc1 (stereo not given in full)	29	-0.3	nt	nt	7	-0.8	0.7	nt	10
N=c1n(CCCOc2ccccc2Cl)c2ccccc2n1CC(N)=O	3	-0.7	-6	0.7	-8	-0.1	-1.4	-6	-4

Next part.
SMILES	Y pestis TopoI	FadD28 FP inh	CCHF vOTU inh	TcdB inh	BoNT F protease	PfHsp40 yeast	BoNT A protease	PrPC surface inh	Anthrax LF inh2
CCNc1nc(SC(C)C(=O)Nc2ccccc2)nc(N(C)C)n1 (stereo not given)	5	-2.8	7	-1.8	-3	1.0	-0.7	5	-6
CC(C)=CC(=O)OCC(=O)Nc1cccc([N+](=O)[O-])c1	-3	-2.8	-2	-0.4	-2	-0.5	-0.4	-2	1
Cc1cccc(-n2ncc3c2CCCC3NC(=O)CCc2cccnc2)c1C (stereo not given)	1	0.0	4	1.2	15	-0.8	2.6	1	4
O=c1c2ccccc2nc(/C=C/c2ccco2)n1-c1ccccc1O	15	-2.1	9	1.7	-3	-0.4	0.2	8	5
CCCCCOc1ccc(C(=O)Nc2ccc(N3CCOCC3)cc2N2CCOCC2)cc1	-2	-1.8	9	0.8	11	-1.3	0.4	4	-5
COc1ccc(S(=O)(=O)Nc2cc(S(=O)(=O)c3ccccc3)c(O)cc2C)cc1	1	-1.8	7	1.1	-2	0.8	-0.6	3	-2
CCCCOc1ccc(S(=O)(=O)NC(=O)NCc2ccc(OCCC)cc2)cc1	11	-2.6	-15	0.0	-12	0.4	-2.1	4	-2
COc1cc(/C=C/C(=O)NC2CCCCC2)cc(OC)c1OC	-4	0.8	-14	1.1	2	-0.7	-1.3	8	0
CCCCCN(C(=O)CCC(=O)OCC(=O)c1c(C)cc(C)cc1C)c1c(N)n(CCCC)c(=O)[nH]c1=O	19	-3.8	21	0.2	?	-0.2	1.1	-1	-1
COc1cc(C2c3[nH]c4ccccc4c3CC3COC(=O)N32)cc(OC)c1O (stereo not given)	-6	-0.2	0	-18	3	-0.7	0.2	4	6
C=CCON1C(=O)C(=O)N(OCC=C)[C@H]2CCCC[C@H]21	-6	-0.3	7	0.7	-10	nt	-0.1	-6	-3
O=C(COC(=O)c1ccc(F)cc1)Nc1nc2ccc([N+](=O)[O-])cc2s1	1	-4.8	0	1.4	-7	2.1	-1.0	-2	-4
CCCC(c1nnnn1CS(=O)(=O)c1ccc(C)cc1)N1CCN(c2ccccc2)CC1 (stereo not given)	7	-4.0	4	nt	?	1.5	-2.2	-2	-6
O=C(NCc1cccnc1)c1cc(C2CCCCN2S(=O)(=O)c2cccs2)on1 (stereo not given)	6	-4.7	-5	1.1	-4	nt	0.1	4	-6
COc1ccc(CNC(=O)COC(=O)Cc2ccc(Cl)cc2Cl)cc1	19	-4.9	-3	0.3	-3	3.8	0.0	-2	-2
COc1ccc(CNC(=S)Nc2cc(OC)ccc2OC)cc1	-2	-0.2	-7	0.7	-3	-0.3	-0.9	6	-2
Cc1cc(Br)cn2c(Cc3cccc(F)c3)c(-c3ccc(C#N)cc3)nc12	nt	nt	8	0.1	7	nt	1.7	22	5
c1ccc(-c2n[nH]c3c2CCC3)cc1	4	-2.4	-2	nt	-6	-0.5	-0.3	-2	3
COc1ccc(CCN2CC(C(=O)N3CCC(OC)CC3)CCC2=O)cc1 (stereo not given)	-1	-0.8	5	0.3	10	0.7	1.9	-5	0
CCN(C(=O)COc1ccccc1[N+](=O)[O-])C1CCS(=O)(=O)C1 (stereo not given)	1	-0.5	-1	nt	-4	6.5	-0.2	-6	0
CN(c1ccc(C(=O)NCc2ccc3c(c2)OCO3)cc1)S(=O)(=O)c1ccccc1	28	-0.4	5	2.7	-6	3.2	-1.9	9	1
COc1cc(-n2c(=S)[nH]c3ccccc3c2=O)c(Cl)cc1Cl	-10	-4.9	1	nt	-2	6.2	0.0	9	2
CCOc1ccc(N2CC(C(=O)Nc3ccc(F)cc3F)CC2=O)cc1 (stereo not given)	-8	-0.9	5	nt	3	0.3	1.2	3	-1
COc1ccc(Cl)cc1NC(=S)Nc1ccc(Cl)cn1	1	-1.7	-14	nt	-4	-1.0	-0.5	-4	-7
C=CCOc1ccccc1CNn1nnnc1N	1	0.6	-3	nt	0	-1.3	-0.1	7	-2
Cc1cc(C)c2c(c1)c(C)cc1nnc(SCC(=O)c3cccs3)n12	30	-0.5	nt	nt	0	0.1	-0.5	nt	-2
Cc1cc(C)c(C)c(OCC(=O)N2CCN(c3ccccn3)CC2)c1	22	-1.2	11	1.5	7	-1.6	-0.4	-1	-1
Cc1ccccc1NC(=O)CC1SC(=NC2CCCCC2)NC1=O (stereo not given)	-9	-4.4	16	nt	0	1.2	0.8	0	-3
CN(Cc1ccccc1)C(=O)Cn1c(=O)oc2cc(S(=O)(=O)NCc3ccccc3)ccc21	18	-0.2	9	1.4	-2	-0.3	-0.8	0	-1
CC1(C)CC(=O)C(C=NCCCN2CCOCC2)=C(O)C1	0	-1.2	1	nt	-21	0.0	-0.1	-4	-1
CC1CN(S(=O)(=O)c2cccc(C(=O)NCC3COc4ccccc4O3)c2)CC(C)O1 (stereo not given)	10	0.4	8	0.0	1	0.3	-0.3	2	-6
CCCCn1nc2cc(C(=O)NCc3cc(C(F)(F)F)cc(C(F)(F)F)c3)ccc2c1OC	26	-3.9	-5	2.0	6	0.0	0.2	3	0

Outcome played no part in choosing rows; about 2.3% have a hit in one of these screens.
